Compound activity from PubChem BioAssay.
OXTR agonist: activates the human oxytocin receptor; P30559; CHO-OTR cells, Fluo-8 calcium fluorescence; normalized: DMSO 0%, oxytocin 100%; activation, % at 3 µM; 320,000 tested, 0.32% active; AID 2435;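 active = activation above the mean of all tested compounds plus 3 SD, cutoff set per screening run, cut at about 20% in these data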;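 note: peak over basal fluorescence ratio from a 100 s FLIPR kinetic read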
Target sequence (P30559 whole entry, looked up): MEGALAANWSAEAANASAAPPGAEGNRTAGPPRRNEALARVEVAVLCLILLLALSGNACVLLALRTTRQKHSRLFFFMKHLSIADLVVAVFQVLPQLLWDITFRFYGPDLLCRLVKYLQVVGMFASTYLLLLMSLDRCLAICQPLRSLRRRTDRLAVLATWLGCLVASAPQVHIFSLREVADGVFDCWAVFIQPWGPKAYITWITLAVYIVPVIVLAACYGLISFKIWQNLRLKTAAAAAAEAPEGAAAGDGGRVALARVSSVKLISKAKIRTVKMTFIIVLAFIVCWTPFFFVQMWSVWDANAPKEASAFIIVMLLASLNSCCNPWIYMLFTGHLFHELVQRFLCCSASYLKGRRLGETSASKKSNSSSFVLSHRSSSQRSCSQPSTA
MEKK2 mut-MEK5: signal of MEK5 binding to mutant human MEKK2 PB1 domain; bead flow cytometry, Alexa488-MEK5 binding to MEKK2 mutant; 290,000 tested, 0.35% active; percent response, % at 10 µM; in the data active = percent response above about 24%, passing the limit was not always enough; note: inactives centre near 1; some results filed as inactive read as strong as hits; reference of the scale not given here
PfM18AAP inh: PfM18AAP enzyme inhibition. recombinant PfM18AAP, H-Glu-NHMec fluorogenic cleavage. inhibition, % at 7.35 µM. 290,000 tested, 1.2% active. AID 1822;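 active = inhibition above the campaign mean inhibition over all tested compounds plus 3 SD, cut at about 28% in these data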;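 note: 0% = plate median of test compound wells and 100% = 2 mM ZnCl2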
FID counter: fluorescent intercalator displacement, NS3 helicase counter-screen; DNA fluorescent intercalator displacement, fluorescence; inhibition, % at 7.9 µM; 290,000 tested, 0.17% active; AID 1845; in the data active = inhibition above about 37%;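 note: 0% = vehicle and 100% = reference compound; higher means more ethidium bromide displaced from hairpin DNA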
PHOSPHO1 inh: inhibitors of human PHOSPHO1 phosphatase | Q8TCT1 | inhibition, % at 13.3 µM | recombinant PHOSPHO1, absorbance phosphatase assay | 290,000 tested, 1.1% active; in the data active = inhibition above about 60%
Target sequence (Q8TCT1 whole entry, looked up): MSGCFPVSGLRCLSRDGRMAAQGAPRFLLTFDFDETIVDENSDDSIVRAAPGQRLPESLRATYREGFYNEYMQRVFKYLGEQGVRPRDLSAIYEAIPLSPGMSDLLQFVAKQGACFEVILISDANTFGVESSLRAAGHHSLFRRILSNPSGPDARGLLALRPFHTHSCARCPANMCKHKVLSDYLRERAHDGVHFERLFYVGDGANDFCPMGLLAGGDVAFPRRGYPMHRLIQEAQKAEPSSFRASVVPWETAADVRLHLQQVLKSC
MEKK3 PB1 HTS: modulators (inhibitors or enhancers) of MEK5 binding to human MEKK3 PB1 domain | Q99759 | 290,000 tested, 1.4% active | AID 1529 | bead-based flow cytometry, Alexa488-MEK5 binding to MEKK3; actives lie on both sides; 0 = blocked by unlabeled MEK5, 100 = vehicle | binding response (% of control), % at 10 µM;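 active = binding response more than 3 SD above or below the average of its plate-row segment, actives on both sides; inconclusive = wells at one plate position flagged as instrument error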;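 note: Alexa488 bead fluorescence after subtracting the streptavidin-only scavenger bead signal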
NALP1 inh: NALP1 inhibition; S. cerevisiae NALP1/ASC/caspase-1 growth, X-gal OD620, 72 h; inhibition, % at 10 µM; 280,000 tested, 0.61% active; AID 2071; in the data active = inhibition mostly above about 24%, no sharp cut-off; inactive = mostly below about 32%; note: some compounds called inactive have numbers as strong as hits
MEKK2 WT-MEK5: raises or lowers MEK5 binding to wildtype human MEKK2 PB1 domain | Q9Y2U5 | AID 1531 | bead flow cytometry, Alexa488-MEK5 binding to MEKK2 WT; actives lie on both sides | 290,000 tested, 1.1% active | binding response (% of control), % at 10 µM; in the data active = binding response below about 67% or above about 130%; inconclusive = no clear call, values can overlap the other calls; inactive = in between
GPR7 antag: human neuropeptides B/W receptor 1 antagonism | GPR7-expressing cells, fluorescence antagonist assay | inhibition, % at 4.4 µM | 290,000 tested, 1.1% active | AID 1861; in the data active = inhibition above about 16%, passing the limit was not always enough;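 note: cells stimulated with the agonist NPW; 0% = agonist with vehicle and 100% = vehicle without agonist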
Target sequence (P48145 whole entry, looked up): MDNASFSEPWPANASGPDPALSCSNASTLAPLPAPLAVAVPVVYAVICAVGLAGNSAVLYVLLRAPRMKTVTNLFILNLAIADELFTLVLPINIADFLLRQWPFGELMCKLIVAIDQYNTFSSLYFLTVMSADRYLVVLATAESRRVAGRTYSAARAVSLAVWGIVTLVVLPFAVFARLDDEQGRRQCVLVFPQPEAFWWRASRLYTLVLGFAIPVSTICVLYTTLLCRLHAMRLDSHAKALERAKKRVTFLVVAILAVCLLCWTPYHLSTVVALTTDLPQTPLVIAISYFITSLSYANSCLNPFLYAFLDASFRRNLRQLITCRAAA
* marks the source's active call; other numbers are inactive results; [ ] = another dose, or the depositor's remark.

`Cc1cc(S(=O)(=O)N2CCCOC2CNC(=O)C(=O)NCc2ccco2)ccc1F` (stereo unspecified) gave OXTR agonist -1.2, MEKK2 mut-MEK5 -5, PfM18AAP inh -13, FID counter -17, PHOSPHO1 inh 26, MEKK3 PB1 HTS 107, NALP1 inh 19, MEKK2 WT-MEK5 97 and GPR7 antag 2.
`CCOC(=O)/C=c1\s/c(=C(\C#N)C(=O)OCC)n(-c2ccccc2)c1=O` gave OXTR agonist -1.0, MEKK2 mut-MEK5 5, PfM18AAP inh 17, FID counter -18, PHOSPHO1 inh 14, MEKK3 PB1 HTS 92, NALP1 inh -2, MEKK2 WT-MEK5 94 and GPR7 antag 12.
Cc1ccc(S(=O)(=O)N2CCN(C(=O)C3CCCO3)CC2)cc1C (stereo unspecified) was read as OXTR agonist 0.3, MEKK2 mut-MEK5 7, PfM18AAP inh -7, FID counter -29, PHOSPHO1 inh 19, MEKK3 PB1 HTS 106, NALP1 inh 22, MEKK2 WT-MEK5 107 and GPR7 antag -11.
For CC(=O)Nc1ccc(S(=O)(=O)N(C)CC(=O)N/N=C/c2ccncc2)cc1 the results were OXTR agonist 0.0, MEKK2 mut-MEK5 -4, PfM18AAP inh -2, FID counter -2, PHOSPHO1 inh -4, MEKK3 PB1 HTS 102, NALP1 inh 5, MEKK2 WT-MEK5 99 and GPR7 antag 6.
`CCCc1[nH]n(-c2ccc([N+](=O)[O-])cc2)c(=O)c1C=NCCc1c[nH]c2ccccc12` gave OXTR agonist 0.1, MEKK2 mut-MEK5 0, PfM18AAP inh 2, FID counter 3, PHOSPHO1 inh 29, MEKK3 PB1 HTS 96, MEKK2 WT-MEK5 107 and GPR7 antag -3.
For COc1ccc(C)cc1NC(=O)CCNS(=O)(=O)c1ccc2c(c1)CC(C)N2C(C)=O (stereo unspecified) the results were OXTR agonist 1.0, MEKK2 mut-MEK5 1, PfM18AAP inh -5, FID counter -31, PHOSPHO1 inh 22, MEKK3 PB1 HTS 98, NALP1 inh -5, MEKK2 WT-MEK5 97 and GPR7 antag -15.
Screening CC1CCc2sc(C(=O)OC(C)C(=O)Nc3ncc(Cl)cc3Cl)cc2C1 (stereo unspecified) returned OXTR agonist 0.7, MEKK2 mut-MEK5 4, PfM18AAP inh 0, FID counter -2, PHOSPHO1 inh -5, MEKK3 PB1 HTS 106, NALP1 inh 14, MEKK2 WT-MEK5 99 and GPR7 antag -5.
O=C(NC1(C(F)(F)F)Oc2ccccc2O1)N1CCCC1 was read as OXTR agonist 0.3, MEKK2 mut-MEK5 2, PfM18AAP inh 75*, FID counter 1, PHOSPHO1 inh 17, MEKK3 PB1 HTS 105, NALP1 inh -8, MEKK2 WT-MEK5 107 and GPR7 antag 0.
For Cc1c(O)ccc(/C(Cc2ccc3ccccc3n2)=N\O)c1O the results were OXTR agonist 22*, MEKK2 mut-MEK5 0, PfM18AAP inh 13, FID counter -14, PHOSPHO1 inh 12, MEKK3 PB1 HTS 101, NALP1 inh -11, MEKK2 WT-MEK5 92 and GPR7 antag -1.
CCN(CC)C(=S)SCC(=O)c1ccc(Br)cc1 was read as OXTR agonist -1.7, MEKK2 mut-MEK5 -2, PfM18AAP inh -2, FID counter -7, PHOSPHO1 inh 12, MEKK3 PB1 HTS 93, NALP1 inh 29, MEKK2 WT-MEK5 94 and GPR7 antag 17.
C(=N\n1cnnc1)/c1cn(-c2cccs2)nc1-c1ccccc1 was read as OXTR agonist 1.6, MEKK2 mut-MEK5 -1, PfM18AAP inh 18, FID counter -13, PHOSPHO1 inh -8, MEKK3 PB1 HTS 101, NALP1 inh -11, MEKK2 WT-MEK5 99 and GPR7 antag 6.
Screening Cc1cc(Nc2cccc(Cl)c2C)n2ncnc2n1 returned OXTR agonist -2.0, MEKK2 mut-MEK5 -3, PfM18AAP inh 0, FID counter -6, PHOSPHO1 inh -11, MEKK3 PB1 HTS 103, NALP1 inh 31, MEKK2 WT-MEK5 96 and GPR7 antag 2.
`Cc1nc2cc(NC(=O)Nc3ccc(N4CCOCC4)cc3)ccc2n1C` gave OXTR agonist 0.3, MEKK2 mut-MEK5 -4, PfM18AAP inh -1, FID counter 10, PHOSPHO1 inh 27, MEKK3 PB1 HTS 88, NALP1 inh -12, MEKK2 WT-MEK5 94 and GPR7 antag -2.
Screening CCOc1cc(CNCCc2ccc(S(N)(=O)=O)cc2)ccc1OCc1ccccc1 returned OXTR agonist 12, MEKK2 mut-MEK5 1, PfM18AAP inh -20, FID counter 35, PHOSPHO1 inh 26, MEKK3 PB1 HTS 83, NALP1 inh 26, MEKK2 WT-MEK5 126 and GPR7 antag 26.
CCOc1ccccc1NC(=O)CN1CCC(C(=O)c2ccc(OC)cc2)CC1 was read as OXTR agonist 2.6, MEKK2 mut-MEK5 -2, PfM18AAP inh -17, FID counter 1, PHOSPHO1 inh 8, MEKK3 PB1 HTS 100, NALP1 inh 23, MEKK2 WT-MEK5 96 and GPR7 antag -7.
`COc1ccccc1C1CC(c2ccccc2)Nc2ncnn21` (stereo unspecified) gave OXTR agonist 2.0, MEKK2 mut-MEK5 -6, PfM18AAP inh 0, FID counter -17, PHOSPHO1 inh 22, MEKK3 PB1 HTS 80*[inhibitor], NALP1 inh 18, MEKK2 WT-MEK5 91 and GPR7 antag 3.
Screening Cc1ccccc1N(C(=O)Cn1nnc2ccccc21)C(C(=O)NCc1ccco1)c1ccncc1 (stereo unspecified) returned OXTR agonist -0.2, MEKK2 mut-MEK5 16, PfM18AAP inh -5, FID counter -28, PHOSPHO1 inh 4, MEKK3 PB1 HTS 98, NALP1 inh 6, MEKK2 WT-MEK5 102 and GPR7 antag -8.
For O=C1OC(c2ccccc2)=N/C1=C/c1cccc(OC(=O)c2cccs2)c1 the results were OXTR agonist -0.5, MEKK2 mut-MEK5 3, PfM18AAP inh -9, FID counter -40, MEKK3 PB1 HTS 109, MEKK2 WT-MEK5 104 and GPR7 antag -3.
CNC(=O)C1CC(=O)N(c2ccc(OCC(=O)NCc3ccccc3)cc2)C1 (stereo unspecified) was read as OXTR agonist 0.4, MEKK2 mut-MEK5 -34, PfM18AAP inh -5, FID counter -4, PHOSPHO1 inh -22, MEKK3 PB1 HTS inconclusive, NALP1 inh 0, MEKK2 WT-MEK5 inconclusive and GPR7 antag -10.
Cc1ccc(NC(=O)Cn2c(=O)cnc3ccccc32)cc1S(=O)(=O)N(C)C was read as OXTR agonist -0.4, MEKK2 mut-MEK5 -2, PfM18AAP inh -4, FID counter -16, PHOSPHO1 inh -9, MEKK3 PB1 HTS 96, NALP1 inh 17, MEKK2 WT-MEK5 95 and GPR7 antag -1.
For COc1ccc(CC(NC(C)=O)C(=O)NC2CCN(c3nc(C)cc(C)c3C#N)CC2)cc1 (stereo unspecified) the results were OXTR agonist 1.4, MEKK2 mut-MEK5 0, PfM18AAP inh 6, FID counter -32, PHOSPHO1 inh 43, MEKK3 PB1 HTS 91, NALP1 inh -1, MEKK2 WT-MEK5 93 and GPR7 antag -9.
`CC1CCC2C(C1)OS(=O)(=O)NC2(C)C` (stereo unspecified) gave OXTR agonist -1.0, MEKK2 mut-MEK5 1, PfM18AAP inh 4, FID counter -19, PHOSPHO1 inh -7, MEKK3 PB1 HTS 100, NALP1 inh 16, MEKK2 WT-MEK5 103 and GPR7 antag 5.
Screening Cc1ccc(S(=O)(=O)N2CCN(c3ccc([N+](=O)[O-])cn3)CC2)cc1 returned OXTR agonist -1.8, MEKK2 mut-MEK5 0, PfM18AAP inh -3, FID counter -1, PHOSPHO1 inh 33, MEKK3 PB1 HTS 102, NALP1 inh 12, MEKK2 WT-MEK5 104 and GPR7 antag -15.
For Cn1cnnc1SCNC(=O)C(F)(F)F the results were OXTR agonist 0.3, MEKK2 mut-MEK5 1, PfM18AAP inh 2, FID counter 2, PHOSPHO1 inh 12, MEKK3 PB1 HTS 102, NALP1 inh -13, MEKK2 WT-MEK5 104 and GPR7 antag -4.
For CCOC(=O)c1nnn(-c2nonc2-n2cccc2)c1C the results were OXTR agonist -0.9, MEKK2 mut-MEK5 8, PfM18AAP inh -6, FID counter 5, PHOSPHO1 inh 1, MEKK3 PB1 HTS 106, NALP1 inh 7, MEKK2 WT-MEK5 107 and GPR7 antag -9.
Screening CNC(=O)N(C1=NCC(C)S1)c1ccc(F)cc1F (stereo unspecified) returned OXTR agonist -1.2, MEKK2 mut-MEK5 7, PfM18AAP inh 8, FID counter -6, PHOSPHO1 inh 52, MEKK3 PB1 HTS 104, NALP1 inh -4, MEKK2 WT-MEK5 105 and GPR7 antag -9.
`COc1ccc2c(c1)c(C(=O)CNc1nc(C)cs1)c(C)n2C` gave OXTR agonist -1.7, MEKK2 mut-MEK5 7, PfM18AAP inh -1, FID counter -7, PHOSPHO1 inh 81*, MEKK3 PB1 HTS 102, NALP1 inh 18, MEKK2 WT-MEK5 102 and GPR7 antag -4.
For CCOC(=O)c1c(C)n(C)c2ccc(OC(C)=O)cc12 the results were OXTR agonist -1.7, MEKK2 mut-MEK5 -3, PfM18AAP inh 0, FID counter -10, PHOSPHO1 inh -4, MEKK3 PB1 HTS 107, NALP1 inh 6, MEKK2 WT-MEK5 103 and GPR7 antag -6.
`CCOC(=O)C1CCN(CC(=O)Nc2ccc(S(=O)(=O)N3CCC(C)CC3)cc2)CC1` gave OXTR agonist 4.8, MEKK2 mut-MEK5 3, PfM18AAP inh -2, FID counter -6, PHOSPHO1 inh 47, MEKK3 PB1 HTS 105, NALP1 inh 31, MEKK2 WT-MEK5 111 and GPR7 antag -3.
For CCN(CC)C(=O)/C(=C\c1ccncc1)NC(=O)c1ccccc1 the results were OXTR agonist 0.1, MEKK2 mut-MEK5 -6, PfM18AAP inh -4, FID counter -7, PHOSPHO1 inh 41, MEKK3 PB1 HTS 109, NALP1 inh 16, MEKK2 WT-MEK5 107 and GPR7 antag -5.
Screening COc1ccc(NS(=O)(=O)c2cccc(C(=O)O)c2)cc1 returned OXTR agonist 0.3, MEKK2 mut-MEK5 -10, PfM18AAP inh 1, FID counter 2, PHOSPHO1 inh -5, MEKK3 PB1 HTS 88, NALP1 inh -1, MEKK2 WT-MEK5 90 and GPR7 antag 2.
CN(c1ccccc1C(=O)N1CCc2ccccc2C1)S(C)(=O)=O was read as OXTR agonist -0.3, MEKK2 mut-MEK5 0, PfM18AAP inh -3, FID counter -12, PHOSPHO1 inh -47, MEKK3 PB1 HTS 101, NALP1 inh 6, MEKK2 WT-MEK5 99 and GPR7 antag -4.
`Cc1ccc2c(c1)N(CC(=O)OCC(=O)NCc1ccccc1)C(=O)CO2` gave OXTR agonist -1.0, MEKK2 mut-MEK5 -1, PfM18AAP inh 3, FID counter -29, PHOSPHO1 inh 34, MEKK3 PB1 HTS 97, NALP1 inh -2, MEKK2 WT-MEK5 93 and GPR7 antag -5.
Cc1ccc(N(CN2CCCC2=O)C(=O)c2ccccc2)cc1 was read as OXTR agonist 0.2, MEKK2 mut-MEK5 2, PfM18AAP inh -8, FID counter -5, PHOSPHO1 inh 47, MEKK3 PB1 HTS 99, NALP1 inh -7, MEKK2 WT-MEK5 102 and GPR7 antag -3.
`Cc1cc2cc(CNC(=O)C3CCCC3)ccc2n1C` gave OXTR agonist 0.5, MEKK2 mut-MEK5 -2, PHOSPHO1 inh 8, MEKK3 PB1 HTS 98, NALP1 inh 13 and MEKK2 WT-MEK5 96.
`CC(C)(C)NC(=O)Nc1ccc2nccnc2c1` gave OXTR agonist 0.7, PfM18AAP inh -4, FID counter -5, PHOSPHO1 inh 5, NALP1 inh 15 and GPR7 antag -1.
